# LDHA block: LDHA (human) enzyme inhibition; purified LDHA, NADH/diaphorase-resazurin fluorescence; stronger effect = lower value; activity change, % (values are at about 110 or 230 µM); 480,000 tested, 0.15% active; AID 1347041; in the data active = activity change below about -30%; inconclusive = mostly about -25% to -30%;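 also: plate controls were DMSO wells for no effect and wells without enzyme for full effect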
#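 Enzyme activity of human lactate dehydrogenase 5 (2 nM; 0.06 mM NADH, 0.2 mM pyruvate, 5 min, RT) is measured via a resazurin/diaphorase fluorescence readout of residual NADH.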
# RXFP1 agonist: activates the human relaxin receptor RXFP1; HEK293T-RXFP1 cAMP TR-FRET, 30 min; response scale: percent of porcine relaxin response, buffer zero; Q9HBX9; 370,000 tested, 0.3% active; Potency, µM (top dose mostly 57.5 µM), inactives show at the top dose activation, actives largely listed as activators; also: potency is read from the fitted curve at half-maximal effect; % is scaled to controls: 0 for no effect and ±100 for the full control effect; nearly all actives have a fitted effect of over 60% in size; many of its hits are not listed in these tables
#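 HEK293 cells stably expressing RXFP1, treated 30 min at 37C with compounds plus PDE4 inhibitor Ro 20174; cAMP measured by HTRF TR-FRET. Normalized to buffer and 29 nM porcine relaxin; EC50 by Hill fit.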
# mIDH1 inhibitor: blocks human mutant IDH1 R132H enzyme; Potency, µM (series often up to 76.6 µM), inactives show top-dose activity change, negative = inhibition, hits mostly inhibitors; O75874; IDH1-R132H enzyme, NADPH consumption, diaphorase/resazurin fluorescence; 390,000 tested, 0.093% active; AID 602179; also: potency is read from the fitted curve at half-maximal effect; % is scaled to controls: 0 for no effect and ±100 for the full control effect; nearly all actives have a fitted effect of over 65% in size
# Target sequence (O75874 whole entry R132H, stated change not applied): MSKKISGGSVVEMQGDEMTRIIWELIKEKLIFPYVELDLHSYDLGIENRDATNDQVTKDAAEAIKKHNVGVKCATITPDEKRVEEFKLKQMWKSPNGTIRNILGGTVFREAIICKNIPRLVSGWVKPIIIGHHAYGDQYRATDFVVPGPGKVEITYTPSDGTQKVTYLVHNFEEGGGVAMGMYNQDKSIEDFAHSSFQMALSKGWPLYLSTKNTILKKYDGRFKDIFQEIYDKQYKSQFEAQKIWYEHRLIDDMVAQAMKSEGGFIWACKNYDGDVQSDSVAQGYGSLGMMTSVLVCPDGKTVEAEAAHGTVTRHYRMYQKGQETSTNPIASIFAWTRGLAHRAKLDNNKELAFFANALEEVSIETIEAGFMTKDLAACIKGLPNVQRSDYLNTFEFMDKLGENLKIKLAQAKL
#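 IDH1-R132H (0.5 ug/mL) preincubated 30 min with compound, then NADPH (0.016 mM) and alpha-KG (2 mM) added; 80 min at RT, pH 7.5. Remaining NADPH coupled via diaphorase/resazurin to fluorescence (540/590 nm); concentration-response curves normalized to no-enzyme control.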
# Vif-A3F inh: blocks the Vif interaction with APOBEC3F. AID 602313. 390,000 tested, 0.2% active. Potency, µM (titrated, usually from 46.1 µM), without a hit: at the highest dose activity, negative = active. HeLa A3F-eYFP + Vif (tagged APOBEC3F with the HIV-1 protein that degrades it), YFP fluorescence increase; also: potency is read from the fitted curve at half-maximal effect; % of control where 0% means no effect; nearly all actives have a fitted effect of over 65% in size
#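 HeLa cells stably expressing A3F-eYFP plus Vif, plated and incubated overnight at 37 deg C, then exposed to compounds overnight at 37 deg C. Blocked degradation read as raised yellow fluorescence (Ex 488/Em 500-530).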
# USP1-UAF1 inh: USP1/UAF1 (human) deubiquitinase inhibition. recombinant USP1/UAF1, Ub-Rhodamine cleavage fluorescence. O94782. Potency, µM (highest dose often 57.1 µM), without a hit: top-dose activity change, negative = inhibition, hits mostly inhibitors. 390,000 tested, 0.23% active. AID 743255; also: potency is read from the fitted curve at half-maximal effect; % is scaled to controls: 0 for no effect and ±100 for the full control effect; nearly all actives have a fitted effect of over 60% in size; inactives centre near -12
#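 USP1/UAF1 complex at 1 nM was preincubated with compound for 15 min at room temperature, then Ub-Rho substrate (150nM final) was added. Fluorescence (480/540 nm) was read kinetically, 6 reads every 60 seconds.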
# PI4K2A block: inhibitors of human PI4K2A | 420,000 tested, 0.13% active | AID 1346378 | Q9BTU6 | activity change, negative = inhibition, % at 76.9 µM | purified PI4K2A, ADP-Glo luminescence, 1 h; stronger effect = lower value; in the data active = activity change below about -50%; inconclusive = mostly about -30% to -49%;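 also: -100% = wells without enzyme as full effect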
#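 ADP-Glo luminescence measured ADP generated by PI4K2A enzyme (4 ug/mL before mixing) with 1.2 mM PI substrate (pre-mix) and 300 microM ATP (pre-mix). Tris pH7.5 buffer with MgCl2, Triton X-100; 1 h reaction at ambient temperature.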
# Glioma ERSR ind: ER stress response induction in glioma | U87-MG GRP78 promoter luciferase reporter, 16 h | Potency, µM, inactives show at the top dose activation, hits mostly activators | 420,000 tested, 0.02% active | AID 602332; also: potency is read from the fitted curve at half-maximal effect; series mostly up to about 76 µM; % of control where 0% means no effect; nearly all actives have a fitted effect of over 35% in size
#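 Stably transfected U87-MG human glioma cells carrying a GRP78-based luminescent sensor were seeded at 1000 cells/well, pin-dosed with compounds and incubated 16 h. Luciferase reagent was then added, and end-point luminescence was read after 10 min at room temperature.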
# TrxR1 substrate: rat thioredoxin reductase 1 substrate activity; O89049; purified TrxR1 substrate turnover, NADPH consumption readout; Potency, µM (top dose mostly 114 µM), for the others: at the top dose activity change, negative = substrate turnover; 390,000 tested, 0.01% active; also: potency is read from the fitted curve at half-maximal effect; % is scaled to controls: 0 for no effect and ±100 for the full control effect; nearly all actives have a fitted effect of over 50% in size
# Target sequence (O89049 whole entry, looked up): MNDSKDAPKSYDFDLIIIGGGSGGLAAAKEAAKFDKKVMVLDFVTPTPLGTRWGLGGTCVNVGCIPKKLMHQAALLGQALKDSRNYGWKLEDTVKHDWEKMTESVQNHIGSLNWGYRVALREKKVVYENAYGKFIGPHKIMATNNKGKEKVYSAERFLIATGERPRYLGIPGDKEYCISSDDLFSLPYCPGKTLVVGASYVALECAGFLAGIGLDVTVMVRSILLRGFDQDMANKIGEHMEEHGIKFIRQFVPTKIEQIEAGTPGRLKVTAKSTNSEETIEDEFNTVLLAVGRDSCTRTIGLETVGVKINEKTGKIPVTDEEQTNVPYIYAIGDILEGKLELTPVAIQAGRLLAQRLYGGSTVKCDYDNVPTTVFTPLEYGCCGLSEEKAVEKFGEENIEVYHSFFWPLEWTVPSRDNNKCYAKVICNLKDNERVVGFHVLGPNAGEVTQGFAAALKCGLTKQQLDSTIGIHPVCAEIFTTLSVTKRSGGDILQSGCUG
#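 Rat TrxR1, dispensed at 90 nM, was prereduced with 400 uM NADPH (final) for 5 min at ~22 deg C, then incubated with compound 15 min before 400 uM selenite. A first-read NADPH fluorescence drop versus no-compound background flagged substrates.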
# Vif-APOBEC3G blk: Vif-A3G binding inhibition | Q9HC16 | HeLa A3G-eYFP + Vif (tagged APOBEC3G with the HIV-1 protein that degrades it), YFP fluorescence, overnight | 410,000 tested, 0.076% active | AID 602310 | Potency, µM (highest dose often 46.1 µM), for inactives: top-dose activity, negative = active, most hits filed as inhibitors;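 also: potency is read from the fitted curve at half-maximal effect; % is scaled to controls: 0 for no effect and ±100 for the full control effect; nearly all actives have a fitted effect of over 60% in size; hits raise eYFP signal because A3G escapes Vif-driven loss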
#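 Read-out is eYFP fluorescence (Ex 488/Em 500-530) from Vif-expressing HeLa A3G-eYFP cells; more signal means A3G escaped Vif-mediated degradation. Cells plated overnight, compound pinned in, incubated overnight at 37 deg C.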
# Numbers without * were called inactive; ? = inconclusive; · = not tested or not shown; & = joins results of further samples; [ ] = remark or other dose. Unless noted, calls follow the shape of the dose curve; as a rule, active = well fitted curve in the direction sought with a large enough effect; inconclusive = small, poorly fitted or top-dose-only effect, or another doubt; inactive = no such curve, though single readings can be large; an effect the other way counts as inactive or inconclusive.
SMILES,LDHA block,RXFP1 agonist,mIDH1 inhibitor,Vif-A3F inh,USP1-UAF1 inh,PI4K2A block,Glioma ERSR ind,TrxR1 substrate,Vif-APOBEC3G blk
N#Cc1nc(-c2ccccc2F)oc1N1CCCCC1,0,6.0%,-8%,-1%,-8%,-7,1%,274%[activator],-1%
CCN(CCCNC(=O)c1ccc(Sc2ccc(Cl)cc2)c(NC(C)=O)c1)c1cccc(C)c1,5,0.3%,-4%,0%,-23%,-2,-2%,-1%[57.1 µM],0%
CC1(C)CC(=O)C(C=NCCN2CCNCC2)=C(O)C1,-2,1.1%,-9%,11%,-17%,-4,-4%,-11%,2%
COCCN(Cc1ccc(C)cc1)C(=O)[C@H]1O[C@@H](n2ccc(=O)[nH]c2=O)[C@H](O)[C@@H]1O,-2,·,·,·,·,-4,-4%,·,-3%
CCC1NC(=O)c2cc3ccccc3cc2-n2c1nc1ccc(F)cc1c2=O (stereo not drawn),2,·,0%,-3%,-20%,0,-2%,·,-10%
O=C(COC(=O)c1ccco1)Nc1cccc(S(=O)(=O)N2CCCCC2)c1,-12,·,-11%,-2%,-21%,1,0%,-4%,1%
O=C1C2CCCN2C(c2ccccc2)N1c1cccc(Cl)c1 (stereo not drawn),-6,-0.1%,3%,-3%,-19%,-2,-4%,5%[57.1 µM],5%
C[C@@H](C(=O)NC1CCCCC1)N1C(=O)N2CCc3c([nH]c4ccccc34)[C@@]2(C)C1=O,2,1.4%,-5%,5%,4%,-2,-2%,-2%,0%
Cc1csc(N2CCCC2=O)n1,-5,-1.5%,3%,9%,-13%,-3,2%,1%[57.1 µM],1%
N#CCCN(C(=O)COC(=O)c1cc2ccccc2oc1=O)c1ccccc1,0,0.3%,4%,-6%,-8%,-3,-5%,17%,1%
O=c1[nH]c(C2CCN(S(=O)(=O)c3ccccc3F)CC2)nc2c1nnn2Cc1ccc(F)cc1,-5,1.3%,-8%,7%,-4%,-8,-4%,3%[57.1 µM],0%
CCCC(NC(=O)Cc1c(C)c2cc3c(C)c(C)oc3c(C)c2oc1=O)C(=O)N[C@@H](Cc1ccccc1)C(=O)O (stereo partly drawn),-1,5.3%,-6%,-5%,-16%,-2,-3%,5%[57.1 µM],0%
O=C(CCn1nc(-c2ccc(Cl)cc2)ccc1=O)NCc1cccnc1,-3,-2.6%,9%,-3%,-14%,-1,-7%,11%,2%
CCCCCN(C(=O)CCC(=O)OCc1ccc(C(C)(C)C)cc1)c1c(N)n(CCCC)c(=O)[nH]c1=O,-1,-0.7%,-3%,-19%,-15%,2,-2%,-1%,-21%
COc1ccc(N(CC(=O)NCc2ccccc2)S(=O)(=O)c2c(C)nn(C)c2C)cc1,-3,0.0%,-7%,3%,-9%,12,-6%,5%[57.1 µM],1%
O=C(NCCCN1CCCC1=O)c1cccc(S(=O)(=O)N2CCN(c3ccccc3)CC2)c1,-1,-1.0%,6%,-2%,-1%,3,-3%,-6%,-1%
CC1(C(=O)NS(=O)(=O)c2ccc(F)cc2F)CCN1C(=O)CC1CCCC1 (stereo not drawn),1,·,·,·,·,4,0%,·,2%
CC1C(=O)N(Cc2cn(Cc3ccco3)nn2)CCS(=O)(=O)N1Cc1ccc(-c2ccc(F)cc2Cl)cc1 (stereo not drawn),-6,·,·,·,·,-1,-4%,·,-1%
Cc1c(CC(=O)NCC(=O)O)c(=O)oc2cc3oc4c(c3cc12)CCCC4,?,5.5%,6%,-10%,-13%,4,-5%,15%[57.1 µM],2%
CC(OC(=O)c1cccc(-n2cnnn2)c1)C(=O)Nc1ccc(N(C)C)cc1 (stereo not drawn),5,-1.8%,2%,-7%,-15%,-1,0%,7%,-1%
O=C(CN1CCN(C(=O)c2ccccc2)CC1)NC(=O)NCCC1=CCCCC1,-2,·,8%,2%,-17%,-3,-2%,1%,-4%
Cc1cc(C)cc(N2C(=O)C3NN=C(C(=O)OCc4ccccc4)C3C2=O)c1 (stereo not drawn),-6,-0.8%,1%,11%,-17%,0,-5%,4%[57.1 µM],1%
CC(C)(C)N(Cc1ccccc1)C(=O)COc1cccnc1[N+](=O)[O-],-2,1.6%,-7%,-2%,-27%,0,-5%,3%,0%
CCS(=O)(=O)N1CCc2cc(C(=O)NCCc3ccc(OC)c(OC)c3)ccc21,-9,-4.6%,1%,1%,-2%,-2,0%,-9%,-2%
Cc1ccc(NS(=O)(=O)c2cccc(C(=O)NC3CCN(Cc4ccccc4)CC3)c2)cc1,-5,·,-8%,-2%,-14%,2,-5%,-9%,0%
O=C1C2C3CC4C5C3C1C5C1(SCCS1)C42 (stereo not drawn),-6,·,·,·,·,-2,-2%,·,-2%
Cc1cc(C)cc(N=C2SC(CC(=O)Nc3ccccc3)C(=O)N2CCN2CCOCC2)c1 (stereo not drawn),1,0.2%,2%,-31%,-21%,2,-4%,-10%,4%
COc1ccc(CNCCC2(C(C)C)CCOC(C)(C)C2)cc1 (stereo not drawn),-2,-0.5%,2%,4%,-4%,1,0%,-5%,2%
CN1CC(=O)N(CC(=O)NCc2ccc3c(c2)OCO3)C1=O,1,0.0%,-2%,-10%,-18%,7,0%,3%[57.1 µM],1%
Cc1ccc(S(=O)(=O)NCC(=O)OC(C)C(=O)NC2CCCCC2C)cc1C (stereo not drawn),-1,0.9%,4%,1%,-18%,-1,0%,-11%,-6%
CC(C)c1ccc(OCC(O)CN2CCN(c3ccccc3)CC2)cc1 (stereo not drawn),-4&1,0.6%,-1%&3%,1%&0%,?,-14&5,-5%&-4%,-4%&-4%,-1%&1%
CCN1C(=O)C2(c3ccccc31)c1c(oc3ccc(F)cc3c1=O)C(=O)N2CCCOC (stereo not drawn),0,0.4%,-11%,2%,-10%,-3,-1%,5%,2%
O=C(CSc1nc(=O)n(CCCN2CCOCC2)c2c1CCC2)Nc1ccc(F)cc1F,-7,3.2%,0%,2%,-3%,-1,0%,-6%,2%
CC(C)n1nnnc1SCC(=O)Nc1ccccc1F,-6,0.5%,4%,-4%,-5%,2,0%,1%,-1%
CC(=O)c1c(C)[nH]c(C(=O)OCC(=O)N(C)c2c(N)n(Cc3ccccc3)c(=O)[nH]c2=O)c1C,-6,0.3%,-12%,8%,-18%,-1,-5%,6%[57.1 µM],-1%
COc1ccccc1OCC(=O)NCCS(=O)(=O)N1CCN(c2ccccc2OC)CC1,2,0.9%,-6%,14%,-6%,0,0%,-3%[57.1 µM],3%
COc1cccc(-c2nn(-c3ccccc3)cc2CO)c1,-4,0.7%,7%,0%,-12%,4,6%,3%,-1%
CCN(CC(=O)NC1CCS(=O)(=O)C1)S(=O)(=O)c1ccccc1 (stereo not drawn),-12,-0.8%,3%,3%,-10%,2,2%,-7%,-3%
CCOc1ccc(C(=O)NCCO)cc1,-4,4.4%,5%,-12%,-23%,-2,-1%,3%,1%
CC1=C(C(=O)OCc2ccc3c(c2)OCO3)C(c2ccc(O)c([N+](=O)[O-])c2)NC(=O)N1 (stereo not drawn),-4,1.1%,5%,1%,?,0,-7%,6%[57.1 µM],4%
O=NN(CCCl)C(=O)NCCCl,-6,0.8%,0%,6%,-11%,-2&-2&0,-1%&-3%&-5%&-2%,5%[57.1 µM],2%
CN(C)C1(CNC(=S)Nc2ccccc2C(F)(F)F)CCCCC1,-4,0.7%,7%,-24%,-18%,0,-3%,17%[57.1 µM],2%
C[C@H](CO)N1C[C@H](C)[C@H](CN(C)S(=O)(=O)c2ccc(F)cc2)OCc2cnnn2CCCC1=O,-7,·,4%,5%,-23%,-6,3%,·,-1%
CCn1cc(C(=O)O)c(=O)c2cc(F)c(N3CCN(C(=S)NC(=O)c4cccc(F)c4)CC3)cc21,0,10%,2%,-5%,-13%,5,-2%,11%,-3%
N#C/C(=C\c1ccc(Cl)cc1)C(=O)Nc1cccnc1,0,2.5%,5%,-21%,-18%,0,-2%,2%,-3%
O=C(Nc1cccc(OC(=O)c2cccnc2)c1)c1cccnc1,-4,-0.5%,0%,1%,3%,0,-1%,3%,2%
O=[N+]([O-])c1ccccc1S(=O)(=O)N1CCN(C2CCCC2)CC1,-20,-0.1%,1%,-4%,2%,0,-3%,-1%,-3%
Cc1cc(=O)[nH]c(CN2CCOCC2)n1,-7,-2.9%,-6%,12%,-9%,1,0%,-5%[57.1 µM],3%
CNC[C@H]1Oc2ccc(NC(=O)C3CCCCC3)cc2CC(=O)N([C@H](C)CO)C[C@@H]1C,-5,·,-2%,-6%,-12%,1,5%,14%[57.1 µM],-6%
CCCNC(=O)c1cc(C2CCCCN2S(=O)(=O)Cc2cccc(C(F)(F)F)c2)on1 (stereo not drawn),-13,·,·,·,·,-4,-5%,·,3%
O=C(Nc1cccnc1)Nc1ccc(Cl)cc1Cl,-6,0.7%,-4%,?,-21%,-2,5%,-1%,6%
Cc1ccc(C)c(/C(O)=C2\C(=O)C(=O)N(CCCn3ccnc3)C2c2cccnc2)c1 (stereo not drawn),11,3.1%,7%,·,-11%,-4,0%,-6%,3%

# Not all compounds are listed; count on the stated rates, not on these rows.
